# Screening data from PubChem.
# A-T KAP1 phos: candidate therapy for ataxia-telangiectasia; actives 0.19% (n = 320,000); […] A-T fibroblasts, KAP-1 phosphorylation AlphaLISA; neocarzinostatin DNA damage 30 min before lysis; Potency, µM (titrated, usually from 57.5 µM), without a hit: top-dose activation, most hits filed as activators; AID 485349; note: potency is the fitted concentration of half-maximal effect; % of control where 0% means no effect; nearly all actives have a fitted effect of over 45% in size
#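 hTERT-immortalized A-T patient fibroblasts ([…]), 500 cells/well in OPTI-MEM, 1% FBS, got compounds for 60 min, then NCS for 30 min at 37C. Lysates were then assayed for phospho-KAP-1 by AlphaLISA (anti-pKAP1 donor, anti-KAP1 acceptor beads), 6 hr at 25C.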
# TCR act: T cell receptor activation. primary human leukocytes, anti-CD3, IL-2 HTRF, 48 h. Potency, µM (doses to about 9.22 µM), for the others: top-dose activation of IL-2 secretion, hits mostly activators. 330,000 tested, under 10 active. AID 504894; note: % of control where 0% means no effect
#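 Primary human leukocytes incubated 48 hr with anti-CD3 beads plus compound, without co-stimulation. Secreted IL-2 measured by HTRF (europium cryptate/d2 anti-IL-2 pair, 320 nm excitation, 665 nm emission).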
# BCR signal inh: blocks chronic active B-cell receptor signaling; ABC-DLBCL IkBa-CBG/CBR reporter, luminescence ratio, 4 h; Potency, µM (top dose mostly 46.1 µM), for inactives: top-dose ratio change, negative = lower green/red ratio, hits mostly inhibitors; actives 0.05% (n = 340,000); AID 493014; active = well fitted inhibition curve with a large enough effect in the signal ratio, with a control signal flat, not every such curve was filed as active; inconclusive = small, poorly fitted or top-dose-only effect, or effect the other way, or a change in a side signal; the % refers to the signal ratio;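 note: potency is the fitted concentration of half-maximal effect; plate controls were basal doxycycline-induced cells for no effect and cells given 10 µM MG132 for full effect; MG132 reads +100%, hits lower the ratio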
#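 TMD8 ABC-DLBCL cells carrying doxycycline-inducible green luciferase fused to IkappaBalpha plus unfused red luciferase were exposed to compounds (up to 46 uM) for 4 hrs at 37C. Activity came from the overlap-corrected green/red luminescence ratio.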
# KCNH2 WT inh: inhibitors of human wildtype KCNH2 potassium channel | U2OS, BacMam KCNH2, thallium flux FluxOr; hits give low values | activity change, % at 1.84 µM | actives 0.37% (n = 340,000) | AID 720551;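 active = maximum activity change below -70%; inconclusive = maximum activity change between -70% and -50%; inactive = maximum activity change above -50%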; note: % is set by controls: 0 for no effect and ±100 for the full control effect
#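 U2OS cells were transduced with wild-type KCNH2 virus (2.03 x 10^8 / mL) for 4 h at room temperature, then cultured overnight at 37 C. Thallium flux was read with FluxOr dye. Rate constants were normalized to DMSO controls.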
# TSHR antag: blocks TSH signaling through the human TSH receptor; P16473; TSHR-expressing cells, TSH-stimulated cAMP HTRF, 2 h; hits give low values; activity change, negative = inhibition, % at 11.5 µM; actives 0.2% (n = 330,000);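 active = activity change below a set negative limit, meaning inhibition stronger than a set level, cut at about -70% in these data; inconclusive = activity change between two set negative limits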; note: % is set by controls: 0 for no effect and ±100 for the full control effect
#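 Inhibition of cAMP made by TSHR-expressing cells under TSH stimulation (4nM final, EC80; 2 h, 37 deg C) is quantified with a one-step lysis HTRF kit, anti-cAMP cryptate versus cAMP-d2.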
# Tb PFK block: inhibitors of T. brucei phosphofructokinase; O15648; Potency, µM (top dose mostly 57.5 µM), for the others: top-dose activity, negative = inhibition, usual class: inhibitors; actives 0.17% (n = 330,000); T. brucei PFK, ADP-Glo luminescence;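 note: potency is the fitted concentration of half-maximal effect; 0% = uninhibited 1x PFK enzyme wells and -100% = no-enzyme wells; nearly all actives have a fitted effect of over 60% in size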
# Target sequence (O15648 whole entry, looked up): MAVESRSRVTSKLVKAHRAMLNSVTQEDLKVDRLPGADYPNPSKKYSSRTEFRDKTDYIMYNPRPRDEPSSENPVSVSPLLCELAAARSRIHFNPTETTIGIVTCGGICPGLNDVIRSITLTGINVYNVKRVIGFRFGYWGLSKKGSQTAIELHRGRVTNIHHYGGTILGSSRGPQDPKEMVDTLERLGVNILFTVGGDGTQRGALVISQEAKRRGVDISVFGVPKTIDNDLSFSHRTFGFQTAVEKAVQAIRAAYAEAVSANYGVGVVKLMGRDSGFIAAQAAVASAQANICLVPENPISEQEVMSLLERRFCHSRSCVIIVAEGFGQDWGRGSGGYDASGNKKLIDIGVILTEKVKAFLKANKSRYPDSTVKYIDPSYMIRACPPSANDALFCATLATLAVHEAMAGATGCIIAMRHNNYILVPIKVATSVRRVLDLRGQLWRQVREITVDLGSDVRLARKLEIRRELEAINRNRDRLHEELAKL
#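 Activity is normalized to no-enzyme wells (full inhibition) and 1.25 nM enzyme wells (no inhibition). Reaction: 0.5 mM F6P, 0.1 mM ATP, 45 min RT, ADP-Glo luminescence; concentration-response curves fitted and classed by quality.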
# Giardia kill: Giardia lamblia killing | actives 0.15% (n = 340,000) | Giardia lamblia trophozoite viability | activity change, % at 7.66 µM, hits read low; in the data active = activity change below about -80%; inconclusive = between about -30% and that limit;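 note: parasites exposed to compound for two days anaerobically before the ATP read; % is set by controls: 0 for no effect and ±100 for the full control effect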
#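 Luminescence from cellular ATP indicates surviving trophozoites (100 cells/well) following 48 hrs anaerobic compound treatment at 37 deg C; signal develops 15-30 min at room temperature.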
# Coupling enz: counter-screen for Giardia aldolase inhibitors: coupling enzyme system. coupling enzyme system counterscreen, AmpLite Red fluorescence. activity change, negative = inhibition, % at 58.2 µM, hits read low. AID 2472. actives 0.67% (n = 290,000); in the data active = activity change below about -30%; note: % is set by controls: 0 for no effect and ±100 for the full control effect
#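 First, compound is pin-transferred into glyceraldehyde-3-phosphate coupling-enzyme reagent at 57.5 uM final and held 10 min at RT. Next, substrate, coupling system and AmpLite Red are added. After 20 min RT, fluorescence (525/598 nm) is read.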
# GALK inh: blocks human galactokinase activity; P51570; Purified GALK, Kinase-Glo residual ATP luminescence; Potency, µM (top dose mostly 57.5 µM), for inactives: at the highest dose activity change, negative = inhibition, actives largely listed as inhibitors; actives 0.007% (n = 270,000); AID 1868; note: potency is the fitted concentration of half-maximal effect; % is set by controls: 0 for no effect and ±100 for the full control effect
# Target sequence (P51570 whole entry, looked up): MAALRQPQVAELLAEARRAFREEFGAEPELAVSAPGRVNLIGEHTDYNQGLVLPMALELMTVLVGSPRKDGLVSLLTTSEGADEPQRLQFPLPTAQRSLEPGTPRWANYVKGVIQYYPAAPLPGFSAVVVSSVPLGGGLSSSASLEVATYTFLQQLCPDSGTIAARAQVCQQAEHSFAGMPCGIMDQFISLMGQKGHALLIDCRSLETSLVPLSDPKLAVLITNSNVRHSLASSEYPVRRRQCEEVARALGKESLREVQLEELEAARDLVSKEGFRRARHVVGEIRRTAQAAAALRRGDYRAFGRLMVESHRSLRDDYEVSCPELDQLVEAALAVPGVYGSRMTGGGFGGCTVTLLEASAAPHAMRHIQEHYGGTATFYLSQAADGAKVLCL
#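 Kinase-Glo Plus luminescence measured ATP left after a 1 h room-temperature reaction. The reaction used 5 nM GALK, 100 uM galactose and 35 uM ATP at pH 8.0 (20 mM HEPES, 5 mM MgCl2, 60 mM NaCl, 1 mM DTT, 0.01% BSA).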
# CXXC DNA block: inhibitors of human MLL CXXC domain-DNA interaction; actives 0.037% (n = 290,000); Potency, µM (top dose mostly 115 µM), inactives show at the top dose activity change, negative = inhibition, hits mostly inhibitors; MLL-CXXC / FITC-HOXA9 DNA fluorescence polarization; active = well fitted inhibition curve with a large enough effect in the polarisation, with a control signal flat, not every such curve was filed as active; inconclusive = small, poorly fitted or top-dose-only effect, or effect the other way, or a change in a side signal; inactive = no such curve, though single readings can be large or run the other way; the % refers to the polarisation; note: potency is the fitted concentration of half-maximal effect
#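 Steps: dispense CXXC domain solution (7 uM) → pin compounds or unlabeled HOX-A9 DNA control → 5 min ambient → add FLSN-HOX-A9 solution (50 nM) → spin → 30 min ambient → fluorescence polarization. Tris pH 7.5/NaCl/DTT/BSA buffer.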
# Numbers without * were called inactive; ? = inconclusive; · = not tested or not shown; [ ] = dose if it differs, or a comment. Unless noted, calls come from the whole dose curve; as a rule, active = well fitted curve in the direction sought with a large enough effect; inconclusive = small, poorly fitted or top-dose-only effect, or another doubt; inactive = no such curve, though single readings can be large; an effect the other way counts as inactive or inconclusive. Compounds were not picked by outcome. Share with any hit: about 1.6%.
SMILES,A-T KAP1 phos,TCR act,BCR signal inh,KCNH2 WT inh,TSHR antag,Tb PFK block,Giardia kill,Coupling enz,GALK inh,CXXC DNA block
O=C(CCc1nc(-c2ccccc2F)no1)Nc1ccc(Oc2ccccc2)cc1,18%,8%,?,8,-73*,2%,-19,-2,3%,0%
CC(C)OCCCNC(=O)c1cc(-c2cccs2)nc2ccccc12,31%,4%,1%,-17,1,-3%,4,1,3%,29%
COc1ccc(/C(C)=N/Nc2nccnc2Cl)cc1,3%,-9%,?,-2,20,-6%,24,·,·,·
C=CCNC1=C(Cl)C(=O)N(Cc2ccccc2)C1=O,12%,2%,7%,-2,-7,2%,-17,-1,0%,-4%
O=C(c1ccc2noc(-c3ccccc3)c2c1)N1CCN(c2ccccc2)CC1,1%,7%,?,-3,-10,0%,9,·,·,·
O=C(Cc1ccc([N+](=O)[O-])cc1)Nc1cc(C(F)(F)F)cc(C(F)(F)F)c1,5%,-6%,16%,-1,-8,-1%,6,-2,2%,-9%
O=c1[nH]c2ccc(S(=O)(=O)NCc3ccccc3)cc2[nH]1,-1%,-2%,-1%,-14,-12,0%,3,1,0%,-4%
Cc1sc2nc(CSc3nnc(Cc4cccs4)n3C3CCCCC3)[nH]c(=O)c2c1C,1%,1%,1%,25,2,3%,5,4,5%,9%
Cc1cc(C(=O)NN)c(Cl)cc1Cl,11%,-6%,-20%,0,-1,-5%,1,1,1%,-9%
CCCCc1ccc(S(=O)(=O)N2CCC3(CC2)OCCO3)cc1,14%,15%,-1%,-4,-3,0%,6,·,5%,5%
O=C(COc1ccccc1)Nn1cnc2ccccc21,7%,2%,?,2,0,1%,-9,-1,6%,-4%
CCC1=NC(c2ccccc2)N(O)C1(C)C (stereo not drawn),·,-3%,-21%,3,6,1%,-10,4,3%,23%
c1ccc(C2=Nc3ccccc3NC(c3ccccc3)C2)cc1 (stereo not drawn),-2%,·,?,0,14,0%[0.46 µM],-9,-13,0%,-4%
COc1ccc(/C=N/NC(=O)c2cc(=O)[nH]c3ccccc23)cc1OC,5%,0%,?,-10,44,7%,-6,1,-2%,7%
O=C(CCNS(=O)(=O)c1cccc2nonc12)NC1CCCCCC1,2%,-2%,-4%,-1,2,2%,-5,4,0%,-2%
COc1ccc(S(=O)(=O)Nc2ccc3c(c2)n(C)c(=O)n3C)cc1,-2%,4%,?,10,-9,1%,-4,0,1%,10%
Cc1ccccc1NC(=O)CN1C(=O)NC2(CCCCC2)C1=O,·,-18%,6%,4,-1,-9%,-2,1,0%,0%
COc1ccc(C(=O)C2CCCN(Cc3cccn3-c3ccccn3)C2)cc1F (stereo not drawn),13%,-2%,-24%,-96*,26,-4%,17,7,7%,5%
CSc1ccccc1NC(=O)CN(C)C(=O)c1cccc(S(=O)(=O)N(C)C)c1,1%,0%,-1%,-5,19,2%,10,2,-2%,27%
COc1ccccc1N1CCN(C(c2cc3ccc(C)cc3[nH]c2=O)c2nnnn2C2CCCC2)CC1 (stereo not drawn),15%,0%,-1%,-4,-13,-1%,3,-34*,-1%,9%
O=C(NCc1ccc2c(c1)OCO2)C1COc2ccccc2O1 (stereo not drawn),3%,-7%[46.1 µM],?,4,-7,-2%,-4,6,2%,-1%
COc1cccc(CNC(=O)C(=O)NCC(c2ccco2)N2CCOCC2)c1 (stereo not drawn),-2%,-5%[46.1 µM],-23%,13,15,-2%,12,-4,0%,-6%
O=C(Nc1nnc(-c2ccncc2)o1)c1ccc(Br)s1,-3%,·,?,-12,-9,3%,4,-1,3%,?
Cc1ccc(-n2nc3c(c2NC(=O)C(C)C)CS(=O)(=O)C3)c(C)c1,3%,-5%,0%,-7,13,3%,-20,1,1%,14%
O=C1N(Nc2ccccc2)C(c2ccc(Br)cc2)C12CCCC2 (stereo not drawn),-8%,-5%,0%,-1,17,-2%,2,1,1%,-7%
CC(NC(=O)c1ccco1)C(=O)OCC(=O)N1CCCCCC1 (stereo not drawn),-12%,3%,?,10,24,1%,23,·,·,·
COc1cc(/C=N/NC(=O)C(=O)N2CCCC2)ccc1O,-3%,·,-1%,-8,1,-7%,-14,9,3%,6%
CC(C)c1c(O)cc(-c2ccncc2)n(-c2ccc(Cl)cc2)c1=O,-3%,-1%[46.1 µM],4%,4,-1,1%,6,1,2%,13%
COC(=O)c1ccc(-n2c(C)nc(=O)c(-c3ccccc3)c2C)cc1,0%,-22%,2%,-4,-2,-1%,-13,1,0%,-8%
CCOC(=O)CCSc1nc(C)cc(C(F)(F)F)c1C#N,13%,-19%,6%,-7,-12,-3%,-3,3,0%,?
CCc1cccc2sc(N(CCCN3CCOCC3)C(=O)CS(=O)(=O)c3ccccc3)nc12,2%,1%,0%,-1,0,0%,9,·,·,·
O=C(O)CCc1ccc(-c2cccs2)n1NC(=O)c1ccc(Cl)cc1,-1%,·,0%,-4,-8,2%,1,4,1%,-2%
O=C(Nc1ccc(Oc2ccccc2)cc1)N[C@@H](Cc1ccccc1)C(=O)O,0%,6%,3%,-3,-1,0%,4,10,0%,-2%
O=C(NC1CCCC1)C(c1ccncc1)N(Cc1cccs1)C(=O)c1csnn1 (stereo not drawn),-5%,9%,1%,33,14,-1%,-3,-20,-1%,-1%
O=C(C1CCN(S(=O)(=O)N2CCC3(CC2)OCCO3)CC1)N1CCc2ccccc2C1,4%,-4%,-24%,-1,-11,0%,6,0,-1%,1%
O=c1c(-c2c(O)cc(O)c3c(=O)cc(-c4ccc(O)cc4)oc23)c(-c2ccc(O)cc2)oc2cc(O)cc(O)c12,-3%,4%,-3%,23,-6,-26%,62[activator],-2,-13%,-8%
OC(CC#CCN1CCCC1)(c1ccccc1)c1ccccc1,-12%,-27%,?,10,2,1%,-6,0,0%,0%
C=CCOC(=O)C(C#N)c1nc2ccccc2nc1N1CCN(c2ccccc2OCC)CC1 (stereo not drawn),-3%,-4%,16%,12,5,0%,-8,0,0%,8%
Cc1cccc(C)c1NC(=O)CN(C)C(=O)c1cccc(NS(=O)(=O)c2ccccc2)c1,4%,-7%,-1%,1,-15,-3%,35[activator],·,·,·
O=C(CSc1nnc(CNC(=O)c2ccccc2F)o1)NCCc1ccccc1,-3%,2%,8%,8,-5,0%,-10,3,0%,-1%
CCN(CC)Cc1c(O)c(Cl)cc2c(C)c(C)c(=O)oc12,·,-10%,-20%,-17,4,0%,5,-1,1%,-2%
CCOC(=O)N1CCC(n2c(SCC(=O)N3CCC(C)CC3)nc3ccccc3c2=O)CC1,6%,-8%,-2%,-5,-3,-2%,-20,5,-1%,4%
CCOC(=O)N1CCC(=NNS(=O)(=O)c2cccc([N+](=O)[O-])c2)CC1,-3%,-10%,4%,-1,10,2%,-5,1,0%,-4%
O=C(N/N=C/c1cccs1)c1cc(-c2cccc3ccccc23)n[nH]1,-7%,-1%[46.1 µM],28%,-15,-16,11%,11,0,0%,-2%

# Full records from above. Order of values: A-T KAP1 phos	TCR act	BCR signal inh	KCNH2 WT inh	TSHR antag	Tb PFK block	Giardia kill	Coupling enz	GALK inh	CXXC DNA block
# Listed for Cc1ccc(-n2nc3c(c2NC(=O)C(C)C)CS(=O)(=O)C3)c(C)c1 = 3%	-5%	0%	-7	13	3%	-20	1	1%	14%
# Listed for CC(C)c1c(O)cc(-c2ccncc2)n(-c2ccc(Cl)cc2)c1=O = -3%	-1%[46.1 µM]	4%	4	-1	1%	6	1	2%	13%
# Listed for O=C1N(Nc2ccccc2)C(c2ccc(Br)cc2)C12CCCC2 (stereo not drawn) = -8%	-5%	0%	-1	17	-2%	2	1	1%	-7%
# Listed for COc1cc(/C=N/NC(=O)C(=O)N2CCCC2)ccc1O = -3%	·	-1%	-8	1	-7%	-14	9	3%	6%

# Structural class, the compounds so far with a nitro group on carbon (2)
SMILES,A-T KAP1 phos,TCR act,BCR signal inh,KCNH2 WT inh,TSHR antag,Tb PFK block,Giardia kill,Coupling enz,GALK inh,CXXC DNA block
O=C(Cc1ccc([N+](=O)[O-])cc1)Nc1cc(C(F)(F)F)cc(C(F)(F)F)c1,5%,-6%,16%,-1,-8,-1%,6,-2,2%,-9%
CCOC(=O)N1CCC(=NNS(=O)(=O)c2cccc([N+](=O)[O-])c2)CC1,-3%,-10%,4%,-1,10,2%,-5,1,0%,-4%
